Compound activity deposited in PubChem BioAssay by Icahn School of Medicine at Mount Sinai.
RBX1-CUL1 inh: blocks human RBX1-Cullin-1 di-ubiquitin formation; inhibition, % at 10 µM; in vitro K48 di-Ub FRET, acceptor:donor ratio, 45 min; P62877+Q13616; actives 0.6% (n = 140,000); in the data active means inhibition above about 25%
Target sequence (P62877 whole entry, looked up): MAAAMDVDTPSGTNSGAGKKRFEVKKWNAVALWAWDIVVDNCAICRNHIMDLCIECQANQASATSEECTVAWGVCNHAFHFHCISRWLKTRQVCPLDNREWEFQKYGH
Target sequence (Q13616 whole entry, looked up): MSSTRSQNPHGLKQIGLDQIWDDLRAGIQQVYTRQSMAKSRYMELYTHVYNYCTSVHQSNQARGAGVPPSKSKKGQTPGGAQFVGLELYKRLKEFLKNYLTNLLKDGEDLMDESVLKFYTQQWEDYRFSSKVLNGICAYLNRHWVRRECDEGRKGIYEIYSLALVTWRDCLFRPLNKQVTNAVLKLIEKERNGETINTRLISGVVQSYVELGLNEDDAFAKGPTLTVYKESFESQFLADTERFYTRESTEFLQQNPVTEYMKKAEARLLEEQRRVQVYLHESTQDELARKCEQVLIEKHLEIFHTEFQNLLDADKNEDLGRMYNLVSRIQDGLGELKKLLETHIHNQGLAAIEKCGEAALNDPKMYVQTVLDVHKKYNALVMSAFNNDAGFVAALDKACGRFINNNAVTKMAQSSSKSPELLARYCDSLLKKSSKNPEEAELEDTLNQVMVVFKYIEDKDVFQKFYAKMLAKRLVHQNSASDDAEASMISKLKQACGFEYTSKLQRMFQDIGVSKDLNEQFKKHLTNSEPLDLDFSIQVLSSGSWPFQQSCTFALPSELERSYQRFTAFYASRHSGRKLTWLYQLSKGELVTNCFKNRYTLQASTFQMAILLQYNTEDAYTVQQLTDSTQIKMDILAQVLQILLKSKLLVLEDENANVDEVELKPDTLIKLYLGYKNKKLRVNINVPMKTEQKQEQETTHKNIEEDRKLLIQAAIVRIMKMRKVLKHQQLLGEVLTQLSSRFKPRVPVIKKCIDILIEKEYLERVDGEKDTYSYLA
Starred values were filed as active, the others as inactive; & = joins results of further samples.

The first 15 compounds (preview)
SMILES | RBX1-CUL1 inh
CCCOc1ccc(-c2nonc2NC(=O)COc2ccc(C)cc2)cc1OCCC | -7
O=C(NC1CC1)C1CCN(Cc2ccccc2)CC1 | 0
O=c1oc2ccc(NS(=O)(=O)c3ccc(F)cc3)cc2s1 | 3
Cc1cccc(NC(=O)CCNS(=O)(=O)c2ccc3c(c2)CCN3C(=O)C2CC2)c1 | 1
CCCCOc1ccc(CNC(=O)c2cnc3sc(N4CCCC4)nn3c2=O)cc1 | -12
CCn1cc2nc(SCc3ccccc3F)n(Cc3ccc(C)cc3)c(=O)c2n1 | 6
CCOC(=O)CC1COCCN1C(=O)Cn1cc(NC(=O)CCOc2ccccc2)cn1 (configuration not stated) | 0
CCOC(=O)c1cn2nc(-c3cccnc3)nc2nc1C | -3
Cc1ccc(NC(=O)CCCn2nc(C)c3sc4ccccc4c3c2=O)c(Cl)c1 | 2
Clc1ccc(-c2ccc(CNCC3CCNCC3)o2)c(Cl)c1 | 6
Cc1ccc(S(=O)(=O)N2CCC(Oc3ccc(-n4cnnn4)cc3)CC2)cc1 | 1
CCOc1cc(C)c(/C=C2/SC(=O)N(CC(=O)OC)C2=O)cc1C(C)C | 6
CCn1c(CN2CCN(c3ccccc3OC)CC2)nc2ccccc21 | 3
CCOC(=O)c1ccccc1NC(=O)CN(c1ccccc1OC)S(=O)(=O)c1ccc(C)cc1 | 3
O=C(c1ccccc1)N1CCN(c2nc(-c3ccc(F)cc3)cs2)CC1 | 4

Main list, from the first entry:
SMILES | RBX1-CUL1 inh
CCCOc1ccc(-c2nonc2NC(=O)COc2ccc(C)cc2)cc1OCCC | -7
O=C(NC1CC1)C1CCN(Cc2ccccc2)CC1 | 0
O=c1oc2ccc(NS(=O)(=O)c3ccc(F)cc3)cc2s1 | 3
Cc1cccc(NC(=O)CCNS(=O)(=O)c2ccc3c(c2)CCN3C(=O)C2CC2)c1 | 1
CCCCOc1ccc(CNC(=O)c2cnc3sc(N4CCCC4)nn3c2=O)cc1 | -12
CCn1cc2nc(SCc3ccccc3F)n(Cc3ccc(C)cc3)c(=O)c2n1 | 6
CCOC(=O)CC1COCCN1C(=O)Cn1cc(NC(=O)CCOc2ccccc2)cn1 (configuration not stated) | 0
CCOC(=O)c1cn2nc(-c3cccnc3)nc2nc1C | -3
Cc1ccc(NC(=O)CCCn2nc(C)c3sc4ccccc4c3c2=O)c(Cl)c1 | 2
Clc1ccc(-c2ccc(CNCC3CCNCC3)o2)c(Cl)c1 | 6
Cc1ccc(S(=O)(=O)N2CCC(Oc3ccc(-n4cnnn4)cc3)CC2)cc1 | 1
CCOc1cc(C)c(/C=C2/SC(=O)N(CC(=O)OC)C2=O)cc1C(C)C | 6
CCn1c(CN2CCN(c3ccccc3OC)CC2)nc2ccccc21 | 3
CCOC(=O)c1ccccc1NC(=O)CN(c1ccccc1OC)S(=O)(=O)c1ccc(C)cc1 | 3
O=C(c1ccccc1)N1CCN(c2nc(-c3ccc(F)cc3)cs2)CC1 | 4
Cc1nn(C)c(C)c1NC(=O)CSc1nnc(C)n1-c1ccccc1 | 0
O=C(CSc1nc2ccccc2nc1Cc1ccc(Cl)cc1)N1CCN(c2ccccc2F)CC1 | 3
Cc1cc(Cl)ccc1NC(=O)C1CCCN(c2nnc(C)c3c(C)n(-c4ccccc4)nc23)C1 (configuration not stated) | -1
CCOC(=O)c1c(C)[nH]c(C)c1S(=O)(=O)N(C)CC(=O)Nc1cc(Cl)ccc1C | 3
N#CC1C(=N)OC2=C(CCC/C2=C\c2ccccc2)C1c1ccccc1 (configuration not stated) | 6
O=C(Nc1ccc(OCC2CCCO2)cc1)c1cccs1 (configuration not stated) | 3
CCCCN(C)CCNC(=O)c1nn(-c2ccc(OC)c(Cl)c2)c(=O)c2c1c1ccccc1n2C | -7
Cc1ccc(NC(=O)/C=C\C(=O)NCC(=O)O)c(C)c1 | -5
CCOC(=O)C1C(=O)/C(=C\c2ccccc2)N=C1C (configuration not stated) | 4
COc1ccc(OC)c(C2C3=C(N=c4s/c(=C/c5cccc(O)c5)c(=O)n42)c2ccccc2CC3)c1 (configuration not stated) | 3
(further entries)
SMILES | RBX1-CUL1 inh
COC(=O)c1cc(NC(=O)c2oc(=O)c3ccccc3c2-c2ccccc2)cc(C(=O)OC)c1 | -4
COc1ccc(CN2CCCC(CCC(=O)NC3CC3)C2)cc1O (configuration not stated) | 5
CCOC(=O)c1c(-c2ccccc2)csc1NC(=O)CSc1ccccc1 | 1
CC(=O)c1ccc(NC(=O)CSc2nnc3c(n2)[nH]c2ccccc23)cc1 | 0
O=C1CC(c2ccccc2C(F)(F)F)c2c(c3ccccc3[nH]c2=O)O1 (configuration not stated) | 11
CCCOc1ccc(OC(=O)C2CCC(CCC)CC2)cc1 (configuration not stated) | 0
COc1ccc(N2CCN(C(=O)C3CCCC3)CC2)cc1 | -2
Cc1[nH]c(=O)[nH]c(=O)c1NC(=O)c1cccs1 | -5
CCOC(=O)c1noc2ncn(CC(=O)O)c(=O)c12 | 12
CC(C)Cc1cc(C(=O)N2CCC(N3CCC(C(=O)NC(C)C)CC3)CC2)nc(N)n1 | -4
C=C(C)COc1ccccc1C(=O)NC1CCCCC1 | 8
C=C(C)CN(C)C(=O)c1coc(COc2ccc(C)cc2OC)n1 | 0
O=P(O)(CCc1ccccn1)CN1CCCCC1 | 6
Cc1ccc(C)c(N2CCN(S(=O)(=O)c3csc(C(N)=O)c3)CC2)c1 | 2
Cc1ccc2cc(C#N)c(SCC(=O)Nc3cccc(C(F)(F)F)c3)nc2c1 | -6
COC(=O)CN1C(=O)C(C)(C)c2cc(S(=O)(=O)Nc3ccc(Br)cc3F)ccc21 | -1
CCOC(=O)c1c(NC(=O)CSc2cn(CCNC(=O)c3cccc(C(F)(F)F)c3)c3ccccc23)sc2c1CCC2 | -4
O=C(Nc1ccc(Cl)cc1F)C(Sc1ccccc1)c1ccccc1 (configuration not stated) | 0
CCC1CCCCN1Cc1c(O)ccc2c(=O)c(-c3ccccc3OC)coc12 (configuration not stated) | 12
COc1cc2ccccc2cc1C(=O)Nc1ccc2oc(-c3cc(Br)ccc3Cl)nc2c1 | 3&2
COc1ccc(CCNC(=O)C2(c3cccs3)CCOCC2)cc1 | -1
Cc1ccc(-c2nnc(-c3ccc(NC(=O)Cc4cccs4)cc3)o2)cc1 | -5
CCOC(=O)C(C)Sc1ccc2nnc(CCNS(=O)(=O)c3ccc(C)cc3)n2n1 (configuration not stated) | -2
O=S(=O)(c1ccc(I)cc1)N1CCSC1c1ccco1 (configuration not stated) | 10
Cc1ccc(Cn2cc(C(=O)c3ccc(F)cc3)c(=O)c3cc4c(cc32)OCO4)cc1 | 5
Following part.
SMILES | RBX1-CUL1 inh
CC(=O)C1=NN(c2cccc(Cl)c2)C2(S1)SC(c1ccccc1C)(c1ccccc1C)c1ccccc12 (configuration not stated) | 0
Cc1ccc(C(=O)Oc2cc(C)ccc2C)cc1 | -4
CCc1ccc(NC(=O)Cn2c(=O)n(CCCC(=O)NCc3ccccc3Cl)c(=O)c3ccccc32)cc1 | 3
CCCc1cc(=O)[nH]c2nnc(SCC)n12 | 2
CCC(C)N(C(=O)Nc1cc(C)ccc1OC)C(C)CC (configuration not stated) | 0
COC(=O)CN1C(=O)CSc2ccc(S(=O)(=O)Nc3ccc(C(C)=O)cc3)cc21 | 1
CCOC(=O)N1CCN(C(=O)CC2(c3ccccc3Cl)CC(=O)N(CCN(C)C)C2=O)CC1 (configuration not stated) | -16
CSC1=NC(=Nc2cccc(C)c2)C2(CCCC2)N1c1ccccc1Cl | 3
CCOc1ccc(CNC(=O)c2ccc3c(c2)sc2nc(-c4ccc(OC)cc4)cn23)cc1 | 0
CC/C(=N\NC(=O)CSCc1ccccc1Br)c1ccc2c(c1)OCCO2 | -7
Cc1nc(N(C)C)nc(-c2cccc(-c3ccn(CCCO)n3)c2)c1C | 13
CCOc1cnn(-c2cc(OC)nc(-c3ccccc3)n2)c(=O)c1Cl | 2
O=C1C(=O)N(Cc2ccccc2)C(c2ccncc2)C1C(=O)c1ccccc1 (configuration not stated) | -6
CC1(C)C(=O)N(CC(=O)Nc2ccc(OC(F)(F)F)cc2)c2ccccc21 | 7
Cc1nc(NC(=O)CN2CCN(c3cccc(Cl)c3)CC2)nc2c1C(=O)CCC2 | -6
CC1CCC(NC(=O)c2ccc3c(c2)N(Cc2ccccc2)C(=O)c2ccccc2S3(=O)=O)CC1 (configuration not stated) | 1
OCC1CCCCN1Cc1ccc(Cl)cc1Cl (configuration not stated) | 3
COc1ccc2ccccc2c1CNC(=O)CCn1nnnc1CN1CCOCC1 | 0
COc1cc(C2Nc3ccccc3C(=O)N2c2ccc(Cl)cc2)c(Cl)cc1OCC(=O)O (configuration not stated) | 0
CCOC(=O)c1cc(S(=O)(=O)N2CCN(c3cccc(OC)c3)CC2)[nH]n1 | 5
N#Cc1c(NC(=O)CCCOc2ccc(Cl)cc2Cl)sc2c1CCCCCC2 | 6
COc1ccccc1OCC(N)=O | -8
COc1ccc(CC(=O)Nc2cccc(O)c2)cc1 | -1
Cc1ccc(-c2cc3nc(-c4ccccc4)cc(C)n3n2)cc1 | 0
COC(=O)c1ccc(NC(=O)c2cc(S(=O)(=O)N3CCC(C)CC3)cn2C)cc1 | -5
The listing continues.
SMILES | RBX1-CUL1 inh
C=CCn1c(SCC(=O)c2ccc(NS(=O)(=O)c3ccccc3)cc2)nnc1-c1cccs1 | -10
COc1cccc(CN2CCNC(=O)CC2)c1OCC(O)CN1CCOCC1 (configuration not stated) | 11
CC(=O)c1cccc(NC(=O)Cn2c(SCC(=O)Nc3ccc(F)cc3)nc3ccccc32)c1 | 5
Cc1ccc(C2Nc3cc(C)c(C)cc3-n3c(-c4ccccc4)c4c(=O)n(C)c(=O)n(C)c4c32)o1 (configuration not stated) | 3
CCc1ccccc1Nc1sc(C(=O)c2cccc(OC)c2)c(N)c1S(=O)(=O)c1ccccc1 | 2
CCCC(=O)N(c1ccc2oc(C)c(C(C)=O)c2c1)S(=O)(=O)c1ccc(Cl)cc1 | -2
O=S(=O)(NCCc1csc2nc(-c3ccc(F)cc3)nn12)c1ccc(Oc2ccccc2)cc1 | -3
COc1cc2c(cc1OC)C(c1ccccc1)=NC1(CCCC1)C2 | -5
COC(=O)c1c(-c2ccc3ccccc3c2)csc1NC(=O)CCCC(=O)O | 7
CCOCC(=O)Nc1cc(Cl)ccc1O | -8
CCCC1=NN2C(=N)/C(=C/c3ccc(OCCOc4ccc(C(C)(C)C)cc4)cc3)C(=O)N=C2S1 | 4
Cc1cnn(CCC(=O)NNC(=S)NCC(C)C)c1 | 1
Cn1cccc1/C=N/n1cnnc1 | -10
Cc1ccc(NC(=O)C(Cc2ccccc2)NS(=O)(=O)c2ccc3c(c2)oc(=O)n3C)cc1F (configuration not stated) | 0
COC(=O)c1c(-c2ccc3ccccc3c2)csc1NC(=O)Cc1ccc(OC)c(OC)c1 | -5
CN=C1CC=CC=C(c2ccc3cc4c(cc3n2)OCO4)C1=O | -3
CS(=O)(=O)N(c1ccccc1C#N)S(C)(=O)=O | 3
Cc1ccc(-c2csc(N/N=C/c3ccccc3O)n2)cc1 | 13
Clc1ccc2c(NCCN3CCN(CCCCCCCN4CCN(CCNc5ccnc6cc(Cl)ccc56)CC4)CC3)ccnc2c1 | 27*
CCCCn1nnnc1NCc1cccn1C | 2
CN(Cc1ccsc1)[C@@H]1c2ccccc2C2(CCNCC2)[C@H]1O | -1
O=C(CN1C(=O)COc2ccc(S(=O)(=O)NC3CCCC3)cc21)Nc1ccc(Cl)cc1 | 0
CC(=O)c1cccc(NC(=O)C2CCN(S(=O)(=O)c3ccc4c(c3)oc(=O)n4C)CC2)c1 | -14
O=C(c1cc(COc2ccc(F)cc2Cl)on1)N1CCCC1 | -3
CC1CCn2c(nc3cc(C(=O)NCCc4ccc(Cl)cc4)ccc32)C1 (configuration not stated) | 8
(further entries)
SMILES | RBX1-CUL1 inh
CC(=O)Nc1ccc(NC(=O)CSc2cn(CC(=O)N(C(C)C)C(C)C)c3ccccc23)cc1 | -2
Brc1csc(C2OCCO2)c1-c1c(Br)csc1C1OCCO1 | 11
COc1cccc2c3c(c(=O)[nH]c12)CCO3 | -8
COc1ccc(-c2cccc(C(=O)Nc3ccc(C)cc3)c2)cc1 | -2
CCOc1ccc(-n2c(=O)c3c(C)c(C)sc3n(Cc3ccccc3C)c2=O)cc1 | -5
CNC(=O)C(=O)NCC(c1ccc2c(c1)OCO2)N1CCOCC1 (configuration not stated) | -1
Cc1cccc(C(=O)N2CCN(C(=O)c3cccc(C)c3)CC2)c1 | 2
Cc1ccccc1C(=O)NC(Nc1cccc2ccccc12)C(Cl)(Cl)Cl (configuration not stated) | -9
COc1ccc(NC(=O)CSc2oc(-c3cccs3)nc2S(=O)(=O)c2ccc(C)cc2)c(OC)c1 | -16
COc1ccc(/C=N/n2cnc3scc(-c4cccs4)c3c2=O)cc1OC | -2
C#CCCC(C#N)(C#N)c1ncc(-c2ccc(OC)cc2)cn1 | 3
Cc1cc(C)c(NC(=O)Cn2c(=O)n(CCc3ccccc3)c(=O)c3ccccc32)c(C)c1 | -7
CC(CN1CCCCC1)OC(=O)CC1(c2ccccc2)C(=O)c2ccccc2C1=O (configuration not stated) | 0
Cc1ccc(N(CC(C)C)S(=O)(=O)c2nnc(NC(=O)c3cccs3)s2)cc1 | 3
Cc1cc(CNC(=O)c2cnn(-c3nccc(-c4cc(C)sc4C)n3)c2C)on1 | -8
COc1cc(/C=C(\C2=NC(=O)CS2)c2nc3cccnc3n2C)ccc1O | -4
CC(C)n1cc(/C=C2/SC(=O)N(Cc3ccccc3)C2=O)c2ccccc21 | -3
O=C(Nc1ccc(Oc2cccnc2)cc1)C1CCCCN1Cc1ccoc1 (configuration not stated) | -1
Cc1ccc(-c2c3c(=O)n(C)c(=O)n(C)c3cn2-c2cc(C)ccc2O)cc1 | -5
O=C(COc1ccccc1)N/N=C\c1ccc(I)o1 | 6
O=C(c1ccccc1OC1CCN(Cc2ccc(OCCO)cc2)CC1)N1CCCCC1 | 1
Cc1cc(C)c2oc(-c3cccc(NC(=O)c4ccco4)c3)nc2c1 | -5
COC(=O)c1ccc(NC(=O)CSc2nnc3c4ccccc4n(C(C)C)c3n2)cc1 | 6
COC(=O)c1cc2oc3ccccc3c2n1CC(=O)Nc1cccc(SC)c1 | 8
CCOC(=O)c1cccc(N=CC2N=C(c3ccc(Cl)cc3)OC2=O)c1 (configuration not stated) | -6

Not all compounds are listed (hit frequency here may not be typical).
